KLF5 inh = inhibitors of KLF5 expression; inhibition, % at 5 µM; AID 1700; hit rate 0.23% among 290,000; DLD-1 KLF5 promoter-luciferase reporter, luminescence;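 active = inhibition above a per-plate limit of that plate's mean compound inhibition plus 3 SD, cut at about 60% in these data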;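 note: 0% = DMSO wells and 100% = LY294002 at 200 µM; higher means less KLF5 promoter-driven luciferase light; inactives centre near -14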
PolyA inh = inhibitors of polyadenylation in S. cerevisiae | AID 1875 | calls only at 12 µM | S. cerevisiae SKY197-pL101 polyadenylation reporter, beta-gal luminescence; efflux-impaired pdr1/pdr3 knockout yeast; score 100 = 6 SD above DMSO | hit rate 0.02% among 300,000;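 active = lowest replicate activity score at least 50, where 100 means six control SD above control mean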;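 note: yeast exposed to compound for 9 h at 30 °C; higher score means more reporter readthrough which indicates perturbed polyadenylation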
GSK3 alpha inh = blocks human GSK-3 alpha kinase. hit rate 0.1% among 320,000. inhibition, % at 10 µM. AID 2650. ADP-Glo luminescence, 60 min;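 in the data active = inhibition above about 50%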;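 note: GST-tagged GSK-3 alpha with peptide substrate and 25 µM ATP; 0% = DMSO neutral wells and 100% = GW8510 positive control wells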
Target sequence (P49840 whole entry, looked up): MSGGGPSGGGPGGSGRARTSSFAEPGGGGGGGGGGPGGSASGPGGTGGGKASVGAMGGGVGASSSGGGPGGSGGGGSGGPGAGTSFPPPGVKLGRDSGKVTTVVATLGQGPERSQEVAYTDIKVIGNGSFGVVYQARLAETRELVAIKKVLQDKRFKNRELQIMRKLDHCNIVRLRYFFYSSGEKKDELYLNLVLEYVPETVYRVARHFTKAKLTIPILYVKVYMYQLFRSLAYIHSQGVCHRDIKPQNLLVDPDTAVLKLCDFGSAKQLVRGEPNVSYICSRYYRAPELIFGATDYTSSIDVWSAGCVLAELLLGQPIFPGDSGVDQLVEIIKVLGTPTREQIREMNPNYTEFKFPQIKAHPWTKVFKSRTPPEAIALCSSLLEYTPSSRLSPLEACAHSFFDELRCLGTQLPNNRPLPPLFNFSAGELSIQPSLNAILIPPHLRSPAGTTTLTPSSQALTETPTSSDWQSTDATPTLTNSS
HSF1 activator = increases HSF-1 driven luciferase reporter signal; NIH3T3-HGL HSF-1 luciferase reporter, MG132, 8 h; 100% = twice DMSO control signal; activation, % at 9 µM; hit rate 1.7% among 300,000; AID 504408;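 active = mean replicate activation of at least 50% with a set share of replicates each reaching 50%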;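 note: 0% = median of the neutral control wells and 100% = twice that signal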
GSK3B inh = inhibitors of human GSK3beta kinase; activity score (negative = inhibition), % at 10 µM; GST-GSK3beta kinase, ADP-Glo luminescence, 60 min; hits give low values; hit rate 0.038% among 300,000;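 active = more than half of replicate wells score below -50%, meaning over 50% inhibition versus plate controls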;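 note: 0% = median DMSO wells and -100% = median GW8510 positive control wells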
Target sequence (P49841 whole entry, looked up): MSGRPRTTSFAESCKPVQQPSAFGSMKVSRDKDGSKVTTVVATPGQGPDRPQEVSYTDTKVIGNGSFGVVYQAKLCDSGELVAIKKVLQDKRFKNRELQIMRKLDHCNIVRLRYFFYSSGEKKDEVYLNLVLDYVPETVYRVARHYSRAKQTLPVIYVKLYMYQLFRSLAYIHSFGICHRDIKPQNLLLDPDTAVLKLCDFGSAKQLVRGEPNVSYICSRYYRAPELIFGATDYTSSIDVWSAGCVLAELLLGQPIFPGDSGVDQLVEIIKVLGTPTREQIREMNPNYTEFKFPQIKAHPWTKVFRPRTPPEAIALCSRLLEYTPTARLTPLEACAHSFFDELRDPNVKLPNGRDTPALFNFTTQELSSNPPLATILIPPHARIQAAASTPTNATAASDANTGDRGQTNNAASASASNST
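test system = GST-tagged human GSK3beta kinase, cell-free | reagent = 25 µM ATP with peptide substrate | dosing = one dose of 10 µM per compound | schedule = 60 min reaction, RT | detection = luminescent ADP-Glo measurement of ADP formed | control set = DMSO neutral wells and GW8510 at 20 µM as positive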
HSF1 inh = HSF1 inhibition; activity change, negative = inhibition, % at 7.5 µM (by protocol); AID 2098; hit rate 0.77% among 300,000; NIH3T3-HGL HSE-luciferase, MG132-induced, luminescence 8 h; hits give low values;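 active = more than half of replicate wells show activity change below -50%, luminescence cut by over half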;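 note: luciferase reports HSF-1 transcriptional activity via heat shock element; 0% = median of DMSO wells and -100% = zero luminescence signal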
IEC-6 tox = IEC-6 cytotoxicity, counter-screen for KLF5 inhibitors; inhibition, % at 5 µM; luminescence viability; AID 1825; hit rate 0.78% among 290,000; in the data active = inhibition above about 22%;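 note: 0% = plate median of test compound wells and 100% = cytotoxic reference compound wells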
AI-2 QS mod = modulates the Vibrio harveyi AI-2 quorum sensing system; activity change, % at 7.5 µM; hit rate 0.4% among 300,000; AID 2094; Vibrio harveyi JMH597 AI-2 luminescence/OD600 ratio, 9 h; hits give low values; strain lacks LuxN and CqsS sensors; 0 = neutral-control median; in the data active = activity change below about -75%, passing the limit was not always enough;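 note: luminescence divided by OD600 gain over 9 h not by final OD600 alone; inactives centre near 13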
aSyn 5UTR inh = MLPCN primary screen, SNCA 5' untranslated region; hit rate 0.82% among 300,000; inhibition, % (tested at 7.5 µM); alpha-synuclein 5'UTR reporter, inhibitor activity; in the data active = inhibition above about 60%;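 note: H4 neuroglioblastoma cells stably carrying SNCA 5'UTR luciferase fusion; 0% = DMSO wells and 100% = positive control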
HSP90 inh = inhibitors of HSP90 luciferase refolding in rabbit reticulocyte lysate | inhibition, % at 5.6 µM | luciferase refolding luminescence, 3 h | AID 1789 | hit rate 0.91% among 290,000;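 active = inhibition above the screen-wide mean plus 3 SD, computed separately per campaign, cut at about 16% in these data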;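 note: 0% = DMSO wells and 100% = 60 µM geldanamycin wells; inhibitors lower the luminescence because luciferase stays unfolded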
An asterisk follows results filed as active; i = inactive; / = not tested or not shown. This is a subset; rates above refer to the full screens.

[1] COc1ccc(-c2nnn(CC(=O)Nc3sc4c(c3C#N)CCCC4)n2)cc1
[2] CC(C)Oc1ccc(/C=C(\C#N)C(=O)NC2CC2)cc1
[3] CCOP(=O)(OCC)C(NC(=O)Nc1ccc(Cl)c(Cl)c1)c1ccccc1 (stereo unspecified)
[4] O=C(Oc1nsnc1N1CCOCC1)N1CCCCC1
[5] COc1ccc(NC(=O)CN(C)C(=O)CCNS(=O)(=O)c2ccc(Br)cc2)cc1

entry no.,1,2,3,4,5
HSP90 inh,0,/,3,-1,-7
GSK3B inh,2,0,-10,-4,3
aSyn 5UTR inh,21,-19,-3,5,17
KLF5 inh,8,/,5,2,-17
PolyA inh,i,i,i,i,i
HSF1 inh,1,-4,6,-7,-2
AI-2 QS mod,17,20,9,14,9
GSK3 alpha inh,-2,0,-2,-1,-1
HSF1 activator,-1,-2,5,-5,5
IEC-6 tox,0,/,8,5,-3

[6] O=C(Cn1cnc(Cl)c1Cl)c1ccccc1
[7] O=C(Cn1nnc(-c2ccccc2)n1)NCc1cccs1
[8] CSc1cccc(NC(=O)c2ccc(NC3=NC4CS(=O)(=O)CC4S3)cc2)c1 (stereo unspecified)
[9] CCN(CC)CCNC(=O)CN1C(=O)COc2ccc(S(=O)(=O)N3CCOCC3)cc21
[10] Cc1nnc(SCC(=O)Nc2ncc3c(n2)CC(C)(C)CC3=O)s1

entry no.,6,7,8,9,10
HSP90 inh,3,-2,-2,4,7
GSK3B inh,-1,-2,1,-1,-1
aSyn 5UTR inh,-16,13,-17,-1,-9
KLF5 inh,-15,-11,-33,-14,11
PolyA inh,i,i,i,i,i
HSF1 inh,10,-1,-2,-8,-9
AI-2 QS mod,-8,5,11,6,25
GSK3 alpha inh,0,-1,1,/,2
HSF1 activator,0,18,-5,-13,0
IEC-6 tox,0,-6,-7,2,3

[11] O=C(CCC1CCCCC1)Nc1ccc(S(=O)(=O)Nc2nccs2)cc1
[12] CCc1ccc(N(C(C)=O)C2C=CS(=O)(=O)C2)cc1 (stereo unspecified)
[13] Cc1csc(CN(C)C(=O)CC2C(=O)NCCN2Cc2ccc(-c3ccccc3)cc2)n1 (stereo unspecified)
[14] CCC(c1nnc(SCCNCCO)n1CCN1CCOCC1)N(C)C (stereo unspecified)
[15] COc1cccc(-n2nc(C(N)=O)c(O)cc2=O)c1

entry no.,11,12,13,14,15
HSP90 inh,-2,0,3,-1,1
GSK3B inh,3,2,0,2,1
aSyn 5UTR inh,6,-1,0,7,5
KLF5 inh,-5,3,-20,0,-18
PolyA inh,i,i,i,i,i
HSF1 inh,0,2,6,-2,-4
AI-2 QS mod,-53,11,-1,19,18
GSK3 alpha inh,-2,0,0,-3,-2
HSF1 activator,-9,-5,20,-18,2
IEC-6 tox,-5,0,-4,-2,-1

Screen by screen, quoted from above.
Entries 11–15 in IEC-6 tox, in turn: -5, 0, -4, -2, -1
Entries 11–15 in KLF5 inh, in turn: -5, 3, -20, 0, -18

More compounds.
[16] CCC(C)NC(=O)CCn1c(-c2ccc(F)cc2)cc(C(C)=O)c1C (stereo unspecified)
[17] COc1ccc(NC(=O)CCNS(=O)(=O)c2cccc3nonc23)cc1
[18] COc1ccc(S(=O)(=O)NCC(=O)NCc2cc(=O)n(C)c(=O)n2C)cc1F
[19] CCc1nnc(NC(=O)CSc2ccc(-c3nc4ccccc4[nH]3)cn2)s1
[20] COc1cc(NC(=O)CCN2CCN(CCO)CC2)cc(OC)c1

entry no.,16,17,18,19,20
HSP90 inh,-1,-1,-2,0,1
GSK3B inh,-1,-3,2,-2,10
aSyn 5UTR inh,1,-16,23,-187,-14
KLF5 inh,8,-29,1,-53,-60
PolyA inh,i,i,i,i,i
HSF1 inh,-3,4,-2,21,6
AI-2 QS mod,-2,5,26,-38,22
GSK3 alpha inh,-1,-1,1,1,-2
HSF1 activator,-8,0,-26,43,4
IEC-6 tox,2,0,4,0,1

Among those listed so far, two contain a cyano group.
[1] COc1ccc(-c2nnn(CC(=O)Nc3sc4c(c3C#N)CCCC4)n2)cc1
[2] CC(C)Oc1ccc(/C=C(\C#N)C(=O)NC2CC2)cc1

entry no.,1,2
HSP90 inh,0,/
GSK3B inh,2,0
aSyn 5UTR inh,21,-19
KLF5 inh,8,/
PolyA inh,i,i
HSF1 inh,1,-4
AI-2 QS mod,17,20
GSK3 alpha inh,-2,0
HSF1 activator,-1,-2
IEC-6 tox,0,/

The list continues:
[21] O=C(NCCCn1ccnc1)c1nc(Cn2cc(Br)cn2)no1
[22] COc1ccc(C(=O)NNc2cc(C)nc(NNC(=O)c3ccc(OC)cc3)n2)cc1
[23] O=C(c1ccc(N2CCOCC2)c([N+](=O)[O-])c1)N1CCN(Cc2ccccc2)CC1
[24] CN(C)c1oc(-c2ccco2)nc1C#N
[25] O=C1C(Cl)=C(NCc2cccnc2)C(=O)c2ccccc21

entry no.,21,22,23,24,25
HSP90 inh,1,2,-1,0,18*
GSK3B inh,1,0,2,-2,-9
aSyn 5UTR inh,-19,11,29,7,-141
KLF5 inh,-4,-38,11,-2,3
PolyA inh,i,i,i,i,i
HSF1 inh,-1,-29,-9,-5,33
AI-2 QS mod,6,3,17,35,-18
GSK3 alpha inh,/,-1,-1,3,7
HSF1 activator,-7,-42,4,4,40
IEC-6 tox,-2,-5,-3,1,99*

[26] O=C(O)CCNS(=O)(=O)c1ccc2ccccc2c1
[27] CC1CCN(c2nc3ccccc3nc2N2CCC(C)CC2)CC1
[28] CN(C)/C=C(\C#N)C(=O)N/N=C(\CC(=O)C(F)(F)F)c1ccco1
[29] COc1cccc(NC(=O)CN2C(=O)NC(C)(c3ccc(C)cc3)C2=O)c1 (stereo unspecified)
[30] O=C(NCc1ccco1)c1nn2cccnc2c1Cl

entry no.,26,27,28,29,30
HSP90 inh,5,3,4,6,4
GSK3B inh,-1,0,0,-5,-5
aSyn 5UTR inh,19,-9,-1,-13,-26
KLF5 inh,6,-23,-20,-11,-24
PolyA inh,i,i,i,i,i
HSF1 inh,-4,0,3,3,1
AI-2 QS mod,20,16,8,-90*,14
GSK3 alpha inh,/,-3,-2,-3,-2
HSF1 activator,4,7,10,23,-8
IEC-6 tox,-3,5,-6,-4,3

[31] O=C(Nc1cccc(C(=O)N2CCCc3ccccc32)c1)c1ccccc1
[32] CCC1(c2ccccc2)NC(=O)N(CC(=O)N(C)CC(=O)Nc2ccc(F)c(F)c2F)C1=O (stereo unspecified)
[33] Cc1cc(C)nc(SCc2ccc(C(=O)N/N=C3\CCCC(=O)C3)cc2)n1
[34] COc1cc(C2=CCN(C(C)=O)CC2)ccc1OC(C)=O
[35] Cc1ccc(C2(C)NC(=O)N(CC(=O)Nc3cc(C)on3)C2=O)cc1 (stereo unspecified)

entry no.,31,32,33,34,35
HSP90 inh,1,/,3,/,0
GSK3B inh,-1,/,5,0,0
aSyn 5UTR inh,23,15,-17,3,17
KLF5 inh,-22,/,13,/,-13
PolyA inh,i,i,i,i,i
HSF1 inh,-3,-5,-1,2,-8
AI-2 QS mod,3,/,-6,15,-53
GSK3 alpha inh,-1,-2,-1,-2,-3
HSF1 activator,-2,1,2,1,5
IEC-6 tox,2,/,6,/,2

[36] COc1ccc(/C=N/NC(=O)CC(=O)NC2CCCCC2)cc1
[37] CCN1CCN(C(=O)CN(CC)S(=O)(=O)c2ccc3ccccc3c2)CC1
[38] COc1ccccc1CNS(=O)(=O)c1ccc(Br)s1
[39] CSCCC(NC(=O)CCN1C(=O)c2ccccc2C1=O)C(=O)O (stereo unspecified)
[40] Cn1ccs/c1=N\C(=O)Nc1ccccc1

entry no.,36,37,38,39,40
HSP90 inh,-1,-4,6,-1,-1
GSK3B inh,-4,2,1,0,-7
aSyn 5UTR inh,1,-9,11,12,-128
KLF5 inh,-35,9,-30,-25,-145
PolyA inh,i,i,i,i,i
HSF1 inh,2,-1,4,-2,19
AI-2 QS mod,15,21,3,5,6
GSK3 alpha inh,1,-1,0,/,-2
HSF1 activator,24,1,26,3,11
IEC-6 tox,-2,9,1,-7,-4

2 compounds picked at random from the list so far, as already listed:
[35] Cc1ccc(C2(C)NC(=O)N(CC(=O)Nc3cc(C)on3)C2=O)cc1 (stereo unspecified)
[4] O=C(Oc1nsnc1N1CCOCC1)N1CCCCC1

entry no.,35,4
HSP90 inh,0,-1
GSK3B inh,0,-4
aSyn 5UTR inh,17,5
KLF5 inh,-13,2
PolyA inh,i,i
HSF1 inh,-8,-7
AI-2 QS mod,-53,14
GSK3 alpha inh,-3,-1
HSF1 activator,5,-5
IEC-6 tox,2,5

(next part)
[41] COc1cc(NC(=O)Nc2cccc3cccnc23)cc(OC)c1OC
[42] COc1cccc(NC(=O)CN(C)C(=O)c2sc3cc(Cl)ccc3c2Cl)c1
[43] CCOC(=O)c1cc(C#N)c(C)nc1N(CC)CC
[44] C#CCSc1nsc(SCC#C)c1C#N
[45] O=C(Cn1c(=O)oc2ccccc21)N1CCCCC1

entry no.,41,42,43,44,45
HSP90 inh,-7,/,1,4,-4
GSK3B inh,-4,/,-5,1,1
aSyn 5UTR inh,-59,-7,-2,-32,-17
KLF5 inh,-84,/,2,-45,-8
PolyA inh,i,i,i,i,i
HSF1 inh,5,-2,-1,7,-5
AI-2 QS mod,3,/,18,-5,20
GSK3 alpha inh,-2,0,0,-1,-1
HSF1 activator,-12,-7,-4,24,-1
IEC-6 tox,0,/,-7,-1,-2

[46] CC(=O)N1CCN(S(=O)(=O)c2ccc(C)cc2)C1C(C)C (stereo unspecified)
[47] Cc1ccccc1C(=O)N[C@H](C(=O)Nc1ccc(Cl)c(Cl)c1)C(C)C
[48] COc1ccccc1CNCc1ccc(C)cc1
[49] Cc1ccc(-n2c(SCc3cc(=O)n4ccsc4n3)nnc2-c2cccnc2)c(C)c1
[50] O=C(Oc1nsnc1N1CCOCC1)N1CCCC1
[51] COc1ccccc1NS(=O)(=O)c1cccc(C(=O)NCc2ccco2)c1
[52] CCc1nnc2n1N=C(c1ccc(Cl)cc1Cl)CS2
[53] Cc1ccc(S(=O)(=O)c2nnn3c2nc(N2CCC(C(N)=O)CC2)c2ccccc23)cc1

entry no.,46,47,48,49,50,51,52,53
HSP90 inh,0,0,3,-1,-1,3,3,-2
GSK3B inh,3,1,-3,-3,-3,2,/,3
aSyn 5UTR inh,-9,-30,3,14,-22,3,13,11
KLF5 inh,-14,-19,-70,-23,-30,-35,14,-10
PolyA inh,i,i,i,i,i,i,i,i
HSF1 inh,-6,18,1,1,-7,-1,4,5
AI-2 QS mod,11,8,-5,3,13,16,/,36
GSK3 alpha inh,-3,-1,6,1,0,-1,4,0
HSF1 activator,1,4,10,-17,-6,7,26,1
IEC-6 tox,0,-1,-2,2,-5,2,8,-5
